S aureus QS inh: inhibitors of bacterial quorum sensing in S. aureus. inhibition, % at 2 µM. S. aureus RN6390 RNAIII-GFP reporter, AIP-induced, flow cytometry 3 h. AID 527. actives 0.3% (n = 24,000);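 active = share of bacteria positive for the green fluorescent reporter and its mean brightness both inhibited by 50% or more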;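 note: 0% = AIP-stimulated control and 100% = unstimulated bacteria without AIP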
S aureus QS inh GFP MFI %: second read-out of S aureus QS inh, no call of its own (marks repeat the call); inhibition, %; measured here: inhibition of GFP MFI
* hit, by the source's call. The list is partial. The share of hits here may be higher or lower than overall.

SMILES	S aureus QS inh	S aureus QS inh GFP MFI %
O=C(CSc1nnc(-c2cccnc2)o1)OC1CCCCC1	-1.5	-42.9
Cn1c(=O)cc(OCC(=O)NCc2cccnc2)c2ccccc21	-0.6	35.7
O=S(=O)(NCCc1csc(-c2ccccc2)n1)c1ccc2c(c1)OCCO2	-1.7	3.8
CN(C)c1ccc(C(=O)N2CC(=O)N(CCc3ccccc3)C(=O)C2)cc1	-4.3	-7.3
CCOC(=O)CSc1nnc(CCc2nc3ccccc3[nH]2)n1C	-0.7	0.5
CCOC(=O)N1CCN(Cc2nc3c(c(=O)[nH]c(=O)n3C)n2Cc2ccccc2C)CC1	-1.0	-9.3
COc1ccc(N(CC(=O)O)S(=O)(=O)c2ccc(OC)c(OC)c2)cc1	-0.9	-1.4
COc1ccc2c(CC(=O)Nc3nnc(C4CC4)s3)coc2c1	0.2	1.7
Cc1cc(S(=O)(=O)NCc2ccco2)c(C)s1	-2.6	-12.6
CCOc1ccc2[nH]c(=O)c(C(c3nnnn3Cc3ccco3)N3CCC(C)CC3)cc2c1 (configuration not stated)	-1.3	-5.2
CCc1nnc(NC(=O)c2ccc(COc3ccc(C)cc3)o2)s1	0.7	9.0
CCOc1ccc(CCNC(=O)CN(C)S(=O)(=O)c2ccc3c(c2)CCC(=O)N3)cc1OCC	0.7	9.1
CCOC(=O)c1nnn(-c2nonc2N)c1CNc1ccccc1	1.7	20.5
N#CCCN(Cc1cccnc1)C(=O)Nc1ccc(Cl)c(Cl)c1	-0.3	4.0
O=C(Cn1cc2c(n1)CCCC2)NCCc1ccccc1	-2.2	5.8
CC1(C)OC(=O)C(C(c2ccccc2)C(C#N)C(N)=O)=C(O)O1 (configuration not stated)	-4.2	-13.7
COC(=O)c1nc2n(n1)C(c1ccc(OC)c(OC)c1OC)C1=C(CCCC1=O)N2 (configuration not stated)	-10.0	-17.5
CC(=O)Nc1ccc2[nH]c3ccccc3c2c1	9.9	28.2
O=C(NCc1cccnc1)C1CC(c2ccc(F)cc2)=NO1 (configuration not stated)	-0.9	3.7
O=C(NCCCN1CCOCC1)c1csc2c1CCCC2	4.4	10.0
Cc1ccc(-n2c(C)nc3c(cnn3-c3ccc(F)cc3)c2=O)cc1C	1.6	-2.6
COC(=O)Nc1ccc(S(=O)(=O)Nc2ccccc2F)cc1	-0.4	21.9
N#CCCN1CCN(S(=O)(=O)c2ccc(S(=O)(=O)NC3CCCC3)cc2)CC1	-1.2	-38.1
c1ccc(C2(c3ccccc3)OCC(Cn3cncn3)O2)cc1 (configuration not stated)	-7.2	-7.3
CC(=O)c1cccc(NC(=O)c2cc(C)no2)c1	-0.1	0.6

An excerpt of these results, bar-delimited.
smiles | S aureus QS inh | S aureus QS inh GFP MFI %
Cc1ccc(-n2c(C)nc3c(cnn3-c3ccc(F)cc3)c2=O)cc1C | 1.6 | -2.6
COC(=O)Nc1ccc(S(=O)(=O)Nc2ccccc2F)cc1 | -0.4 | 21.9
N#CCCN1CCN(S(=O)(=O)c2ccc(S(=O)(=O)NC3CCCC3)cc2)CC1 | -1.2 | -38.1
c1ccc(C2(c3ccccc3)OCC(Cn3cncn3)O2)cc1 (configuration not stated) | -7.2 | -7.3

Ordered by the number under S aureus QS inh GFP MFI % (rising): 6 of the compounds above.
SMILES	S aureus QS inh	S aureus QS inh GFP MFI %
Cc1cc(S(=O)(=O)NCc2ccco2)c(C)s1	-2.6	-12.6
CN(C)c1ccc(C(=O)N2CC(=O)N(CCc3ccccc3)C(=O)C2)cc1	-4.3	-7.3
COc1ccc(N(CC(=O)O)S(=O)(=O)c2ccc(OC)c(OC)c2)cc1	-0.9	-1.4
O=C(NCc1cccnc1)C1CC(c2ccc(F)cc2)=NO1 (configuration not stated)	-0.9	3.7
N#CCCN(Cc1cccnc1)C(=O)Nc1ccc(Cl)c(Cl)c1	-0.3	4.0
CCOC(=O)c1nnn(-c2nonc2N)c1CNc1ccccc1	1.7	20.5

Continued:
SMILES	S aureus QS inh	S aureus QS inh GFP MFI %
CCC(=O)N1CCc2cc(S(=O)(=O)CCC(=O)NCc3ccc4c(c3)OCO4)ccc21	-3.6	1.0
CN(CC(=O)Nc1ccccc1Cl)C(=O)COC(=O)CNC(=O)c1ccc(Br)o1	-0.8	-18.3
COc1ccc(OC)c(-c2cc(C(=O)N3CCCc4ccccc43)no2)c1	12.3	23.2
N=c1sc2ccccc2n1-c1ccccc1	-1.5	-3.1
CN(C1CCCCC1)S(=O)(=O)c1ccc2c(c1)c(=O)c(C(=O)NCCN1CCCC1)cn2C	0.0	-0.6
COc1cc2c(=O)n(-c3ccc(C)cc3)c(=O)n(CC(=O)c3ccc4c(c3)OCO4)c2cc1OC	9.0	25.7
COCCn1c(SCC(=O)Nc2nnc(C)s2)nnc1-c1c[nH]c2ccccc12	11.6	21.9
CC(C)c1ccc(NC(=O)CCNS(=O)(=O)c2cccc3nonc23)cc1	3.1	-4.3
CC(CN(C)Cc1ccccc1)OC(=O)C1COc2ccccc2O1 (configuration not stated)	-3.0	-17.3
CCOc1ccc(-n2c(Cc3cc(=O)[nH]c(=O)[nH]3)nnc2SC(C)C)cc1	0.5	-35.8
COCc1nc(-c2ccc(-c3ccc(OC)cc3)nc2OC)no1	-1.0	-7.4
O=C(C1CCC1)N1CCc2cc(S(=O)(=O)Nc3ccc4c(c3)OCO4)ccc21	1.6	16.1
COc1ccc(Nc2cc(C)nc3nc(C)nn23)cc1Cl	0.4	4.4
CC1CCN(c2ccc(C(=O)Nc3ccc4c(c3)OCO4)cc2[N+](=O)[O-])CC1	-0.4	5.3
COC(=O)Cc1c(C)c2ccc(OCC(=O)N3CCOCC3)cc2oc1=O	3.7	2.5
O=C(NCCN1CCN(c2ccccc2F)CC1)c1cccn2c(=O)c3ccccc3nc12	-13.6	-22.1
COc1ccc(CNC(=O)c2cc(-c3ccco3)on2)cc1	-1.7	-21.7
CC1=C(C(N)=O)C(c2cccc(OCc3ccccc3)c2)n2nnnc2N1 (configuration not stated)	2.9	12.1
COc1ccc(Cl)cc1N1C(=O)C2CCCN2C1c1ccc(F)cc1 (configuration not stated)	-7.4	-18.8
CCn1c2ccccc2c2nc3cc(OC)c(OC)cc3nc21	4.4	11.9
CCN(c1cccc(C(F)(F)F)c1)S(=O)(=O)c1ccc2c(c1)CCN2C(=O)C1CC1	-2.1	-2.2
O=C(NCCC1=CCCCC1)C1CCCN(S(=O)(=O)c2cccc3cccnc23)C1 (configuration not stated)	-1.1	0.9
CSc1ccc(-c2nnn(Cc3ccccn3)n2)cc1	-4.8	-18.8
CCN(CCCNC(=O)CC(C(=O)N1CCc2ccccc21)n1ccnc1)c1cccc(C)c1 (configuration not stated)	11.0	21.6
CCS(=O)(=O)N1CCCC(c2nc(-c3cccc(OC)c3)no2)C1 (configuration not stated)	-0.9	1.4

Additional records:
SMILES	S aureus QS inh	S aureus QS inh GFP MFI %
COc1ccc(N2CCN(c3cc(C)c4ccc(O)cc4n3)CC2)cc1	15.1	22.4
CCCCN(CCCNC(=O)C1CCN(S(=O)(=O)N2CCOCC2)CC1)c1ccccc1	-1.5	-13.8
Cn1c(C(=O)NCc2cccnc2)cc2sccc21	1.6	10.1
FC(F)(F)c1cc(-c2ccco2)nc(NCc2cccs2)n1	2.8	16.8
CCN(CCCNC(=O)C1CCN(S(=O)(=O)N2CCOCC2)CC1)c1cccc(C)c1	0.9	5.7
CC1CN(C(=O)CCn2c(=O)oc3ccccc32)CC(C)O1 (configuration not stated)	7.0	16.9
O=C(NC1(C(F)(F)F)N=C2SCCN2C1=O)c1ccco1 (configuration not stated)	0.5	2.4
Cc1[nH]c(=O)c(C#N)c(C)c1Br	-1.6	-3.4
COCCNC(=O)NC(=O)COC(=O)Cc1ccc2c(c1)OCCO2	-5.4	-18.8
CCCCNC(=O)CSc1nc2cc3c(cc2c(=O)n1CCCN(CC)CC)OCO3	-3.0	-13.7
CCCN(CCC)CCNC(=O)c1cc2c(C)nc3ccccc3c2o1	-4.7	-19.6
O=C(NCC1CCCCN1)c1cc(OCC(F)(F)F)ccc1OCC(F)(F)F (configuration not stated)	-1.6	-4.2
CC(Cc1ccc(O)c(O)c1)C(C)Cc1ccc(O)c(O)c1 (configuration not stated)	12.4	9.2
O=C(CCn1c(=S)[nH]c2cc3c(cc2c1=O)OCO3)NCCN1CCCC1	-2.6	-4.9
CC(=O)N1CCCc2cc(S(=O)(=O)NCc3ccc(C)cc3)ccc21	-3.0	19.6
COCCCNC(=O)CCc1nc(-c2ccccc2Cl)no1	-0.8	4.0
COc1ccc(NC(=O)N2CCN(c3nc(-c4cccc(OC)c4)cs3)CC2)cc1	-1.0	-53.6
Cc1nc2ccccc2c2oc(C(=O)N3CCc4ccccc43)cc12	-1.8	1.9
CCOC(=O)c1c(C)c(C(=O)NCCCOC(C)C)c(C)n1C	2.0	23.4
CCCC(=O)Nc1cccc(-c2cn3ccsc3n2)c1	-0.4	-33.1
CC(=O)Nc1cccc(-c2nnc(-c3ccccc3)o2)c1	-0.7	2.2
CCOc1cc(C2CC(=O)NC3=C2C(=O)C(C(=O)OC)C(C)C3)cc(Cl)c1O (configuration not stated)	-2.3	9.1
CC(C)N(CCCNC(=O)CC1Oc2ccccc2NC1=O)Cc1ccccc1 (configuration not stated)	0.3	22.3
CCn1cc(C(=O)NCc2ccc(Cl)cc2)c(=O)c2cc(S(=O)(=O)N3CCOCC3)ccc21	-0.1	6.3
COc1cc2c(cc1OC)-c1nnc(C)n1C1(CCCC1)C2	15.8	27.7

Grouped by structure, the entries above containing an NH in an aromatic ring
SMILES	S aureus QS inh	S aureus QS inh GFP MFI %
CCOC(=O)CSc1nnc(CCc2nc3ccccc3[nH]2)n1C	-0.7	0.5
CCOC(=O)N1CCN(Cc2nc3c(c(=O)[nH]c(=O)n3C)n2Cc2ccccc2C)CC1	-1.0	-9.3
CCOc1ccc2[nH]c(=O)c(C(c3nnnn3Cc3ccco3)N3CCC(C)CC3)cc2c1 (configuration not stated)	-1.3	-5.2
CC(=O)Nc1ccc2[nH]c3ccccc3c2c1	9.9	28.2
COCCn1c(SCC(=O)Nc2nnc(C)s2)nnc1-c1c[nH]c2ccccc12	11.6	21.9
CCOc1ccc(-n2c(Cc3cc(=O)[nH]c(=O)[nH]3)nnc2SC(C)C)cc1	0.5	-35.8
Cc1[nH]c(=O)c(C#N)c(C)c1Br	-1.6	-3.4
O=C(CCn1c(=S)[nH]c2cc3c(cc2c1=O)OCO3)NCCN1CCCC1	-2.6	-4.9

Continuation:
SMILES	S aureus QS inh	S aureus QS inh GFP MFI %
CCOc1cccc(C(=O)Nc2cccc(-c3nc4ncccc4o3)c2C)c1	-0.3	4.8
COC(=O)c1ccc(C2c3c(oc4cc(C)c(C)cc4c3=O)C(=O)N2CCCN(C)C)cc1 (configuration not stated)	-1.1	2.0
Cc1ccc(Oc2ccc(OCC(=O)NC(C)C(=O)O)cc2)cc1 (configuration not stated)	-1.7	-5.4
COc1ccc2c(c1)Sc1ccccc1N2CCN(C)C	0.1	7.2
Cn1c(=O)c2c(nc(SCCCO)n2Cc2ccccc2Cl)n(C)c1=O	0.2	-10.1
CC1(C)Oc2ccc3ccc(=O)oc3c2-c2cnoc21	-2.0	-25.0
CC1CCCCN1S(=O)(=O)c1ccc2c(c1)oc(=O)n2CC(=O)O (configuration not stated)	5.0	-14.8
Cc1cc(=O)c2n(Cc3ccccc3Cl)nc[n+]2[nH]1	-0.5	-6.4
CCn1c(SCC(=O)N2c3ccccc3CCc3ccccc32)nc2c1c(=O)n(C)c(=O)n2C	0.3	8.6
COc1ccc(C(=O)N2CCN(C(=O)c3ccco3)CC2)cc1OC	-0.7	6.5
COc1ccc(-c2c(C(F)(F)F)oc3c(CN4CCN(C)CC4)c(O)ccc3c2=O)cc1	4.7	18.4
CC(=O)N1CCc2cc(S(=O)(=O)NCCC(=O)NCCc3ccccc3)ccc21	18.2	43.5
Cc1nc2sccn2c(=O)c1CCN1CCC(=C(c2ccccc2)c2ccc(F)cc2)CC1	13.9	27.0
CCOC(=O)CNC(=O)Cn1cnc2c(nnn2-c2cccc(Cl)c2)c1=O	-3.8	-10.6
Cc1nnc(SC(=O)N2c3ccccc3Sc3ccccc32)s1	4.5	8.0
Cc1cc(C)c2c(=O)n(CC(=O)NCCCN3CCN(c4ccccc4F)CC3)sc2n1	5.4	16.9
Cc1cc(NC(=O)CSc2nnc(-c3ccc4c(c3)OCCO4)o2)no1	16.0	15.2
O=C(c1cncc(Br)c1)N1CCN(c2ccc(N3CCOCC3)nn2)CC1	-4.8	-11.0
Cc1ccc2nc(SC(C)C(=O)N3CCCC3)[nH]c2c1 (configuration not stated)	-7.9	-9.3
C=CCn1c(COc2ccc(Cl)cc2)nnc1SCC(=O)N1CC(=O)Nc2ccccc21	20.4	21.4
Cc1c(NC(=O)C(C)Oc2ncnc3ccccc23)c(=O)n(-c2ccccc2)n1C (configuration not stated)	-0.4	2.0
O=C(C1CCCN(S(=O)(=O)c2cccc3cccnc23)C1)N1CCN(c2ccc(F)cc2)CC1 (configuration not stated)	-3.5	-12.7
CCN=C1SC(CC(=O)Nc2sc(C)c(C)c2C(=O)OC)C(=O)N1CC (configuration not stated)	11.6	18.0
